Bioassay records: PubChem, National Center for Advancing Translational Sciences (NCATS)
Abeta yeast res: compounds reversing amyloid beta toxicity in yeast; yeast expressing A-beta42, growth rescue, OD600, 48 h; response scale: 0% DMSO, 100% iron-clioquinol control; Potency, µM (highest dose often 46.1 µM), for inactives: at the top dose growth rescue, actives largely listed as activators; hit rate 0.063% among 410,000; AID 1347071; also: potency is read from the fitted curve at half-maximal effect; nearly all actives have a fitted effect of over 55% in size
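Yeast A-beta toxicity model in growth medium with pinned compounds, 48 h at 30 C; growth read as absorbance at 600 nm. Normalized to FeCl3/clioquinol equimolar mix (positive) and DMSO (negative).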
PI5P4K alpha inh: PI5P4K alpha (human) kinase inhibition | P48426 | PI5P4Kalpha enzyme, ADP-Glo luminescence, 60 min; stronger effect = lower value | max response, % | hit rate 1.2% among 330,000; active = max response of -50% or lower; inconclusive = between -30% and -50%; inactive = -30% or higher; also: value at the top dose of about 77 µM; % is scaled to controls: 0 for no effect and ±100 for the full control effect
Target sequence (P48426 whole entry, looked up): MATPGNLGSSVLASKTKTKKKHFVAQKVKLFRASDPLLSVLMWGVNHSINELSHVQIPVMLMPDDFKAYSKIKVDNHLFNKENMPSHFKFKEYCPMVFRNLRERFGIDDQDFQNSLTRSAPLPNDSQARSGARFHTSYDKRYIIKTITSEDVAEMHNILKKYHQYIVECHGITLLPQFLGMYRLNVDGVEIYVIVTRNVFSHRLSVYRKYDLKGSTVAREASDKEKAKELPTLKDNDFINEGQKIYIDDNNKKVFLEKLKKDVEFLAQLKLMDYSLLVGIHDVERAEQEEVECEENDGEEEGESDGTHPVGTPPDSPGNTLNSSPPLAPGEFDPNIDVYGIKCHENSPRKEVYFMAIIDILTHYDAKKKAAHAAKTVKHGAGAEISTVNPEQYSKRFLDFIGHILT
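Compounds were pin-transferred onto PI5P4Kalpha and substrate in HEPES pH 7.4 buffer with EGTA, CHAPS and 5% DMSO. ATP (5 microM final) started the reaction, which ran 60 minutes at room temperature before ADP-Glo detection.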
PLK1 PBD inh: PLK1 (human) polo-box domain binding inhibition. P53350. Plk1 PBD binding of FITC phosphopeptide, fluorescence polarization. Potency, µM, inactives show max response, negative = inhibition, actives largely listed as inhibitors. hit rate 2.8% among 360,000. AID 720504; also: potency is read from the fitted curve at half-maximal effect; series mostly up to about 57 µM; % is scaled to controls: 0 for no effect and ±100 for the full control effect; nearly all actives have a fitted effect of over 65% in size
Target sequence (P53350 whole entry, looked up, the tested form may be a part): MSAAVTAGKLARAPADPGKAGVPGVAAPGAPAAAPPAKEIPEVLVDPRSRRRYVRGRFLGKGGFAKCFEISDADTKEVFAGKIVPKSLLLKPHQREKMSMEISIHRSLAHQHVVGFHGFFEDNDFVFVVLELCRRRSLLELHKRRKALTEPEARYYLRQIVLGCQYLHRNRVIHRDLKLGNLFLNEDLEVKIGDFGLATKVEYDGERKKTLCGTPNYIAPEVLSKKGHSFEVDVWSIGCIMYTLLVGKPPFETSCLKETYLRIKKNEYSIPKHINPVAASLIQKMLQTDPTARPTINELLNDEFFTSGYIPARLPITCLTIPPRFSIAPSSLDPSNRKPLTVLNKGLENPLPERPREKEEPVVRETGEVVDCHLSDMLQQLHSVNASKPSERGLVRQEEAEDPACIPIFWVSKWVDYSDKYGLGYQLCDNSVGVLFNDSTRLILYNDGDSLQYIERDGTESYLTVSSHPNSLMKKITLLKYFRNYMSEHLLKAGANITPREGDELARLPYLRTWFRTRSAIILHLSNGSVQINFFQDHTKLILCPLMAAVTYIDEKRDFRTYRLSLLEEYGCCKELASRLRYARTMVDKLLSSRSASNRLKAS
WRN helicase inh: blocks human WRN helicase; WRN helicase unwinding, fluorescent forked duplex, kinetic; Potency, µM (series often up to 114 µM), inactives show at the top dose activity change, negative = inhibition, usual class: inhibitors; hit rate 0.46% among 360,000; also: potency is read from the fitted curve at half-maximal effect; % is scaled to controls: 0 for no effect and ±100 for the full control effect; nearly all actives have a fitted effect of over 55% in size
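Screening of the MLSMR collection measured strand separation of a quenched forked DNA duplex (100 nM) by 20 nM WRN with 2 mM ATP, all final. Compounds were preincubated with enzyme 15 min at room temperature.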
FUS yeast rescue: suppressors of FUS proteinopathy in yeast; S. cerevisiae FUS-expressing, growth rescue, OD600, 24 h; Potency, µM (doses to about 76.6 µM), for inactives: top-dose growth rescue (activation), most hits filed as activators; hit rate 0.24% among 390,000; AID 1347120;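 also: potency is read from the fitted curve at half-maximal effect; plate controls were DMSO vehicle for no effect and reference control for full effect; nearly all actives have a fitted effect of over 55% in size; some results filed as inactive show a strong effect at the top dose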
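Restored growth of FUS-toxic S. cerevisiae, read as 600 nm absorbance after 24 h at 30C in galactose medium (starting OD 0.005). Controls CP55940 and DMSO.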
EPAC1 agonist: activates human EPAC1 exchange factor. O95398. EPAC1 agonist qHTS, biochemical assay; response scale: 100% = response to 6.5 mM cAMP. Potency, µM (series often up to 154 µM), for the others: at the highest dose activation, actives largely listed as activators. hit rate 0.073% among 360,000. AID 720707; also: potency is read from the fitted curve at half-maximal effect; nearly all actives have a fitted effect of over 60% in size
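Nucleotide exchange assay: 100 nM EPAC1 with 250 nM Rap1B loaded with BODIPY-GDP and 50 uM GDP, room temperature. Fluorescence (480/540 nm) read every 5 min for 30 min; signal change normalized to 6.5 mM cAMP as full agonist.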
IL-2 act: activators of IL-2; activation, % (series mostly up to about 46 µM); IL-2 activation reporter assay, cell-based qHTS; stimulated with anti-CD3/CD4/CD28 beads; in transgenic mouse T cells; hit rate 0.065% among 360,000; AID 652025; in the data active = activation above about 50%; inconclusive = mostly about 30% to 49%; also: 0% is about no effect
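Screening format: compound pinned onto unstimulated transgenic mouse T cells, 60 min incubation, then anti-CD3/anti-CD4/anti-CD28 bead stimulation for 18 hours at 37 degrees C, followed by EGFP and DsRed detection.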
EPAC1 antag: blocks human EPAC1 exchange factor; EPAC1 GEF assay, Rap1b-BODIPY-GDP exchange fluorescence; Potency, µM (top dose mostly 115 µM), for the others: top-dose activity change, negative = inhibition, hits mostly inhibitors; hit rate 0.14% among 360,000; O95398;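 also: potency is read from the fitted curve at half-maximal effect; plate controls were vehicle for no effect and positive control for full effect; nearly all actives have a fitted effect of over 50% in size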
Numbers without * were called inactive; ? = inconclusive; . = no result given; & = joins results of further samples; [ ] = dose if it differs, or a comment. Unless noted, calls follow the shape of the dose curve; as a rule, active = well fitted curve in the direction sought with a large enough effect; inconclusive = small, poorly fitted or top-dose-only effect, or another doubt; inactive = no such curve, though single readings can be large; an effect the other way counts as inactive or inconclusive.

SMILES | Abeta yeast res | PI5P4K alpha inh | PLK1 PBD inh | WRN helicase inh | FUS yeast rescue | EPAC1 agonist | IL-2 act | EPAC1 antag
Cc1nc(SCc2ccccc2)c2ccsc2n1 | 2.3% | 13.1 | -5.5% | -29.5% | 18.0% | 6.5% | -3.7 | -8.1%
CCOC(=O)c1cc(NC(=O)c2ccccc2)c(=O)n2c1oc1ccccc12 | -8.0% | 1.2 | -9.1% | -8.6% | -35.5% | -3.3% | 7.5 | -9.6%
Cc1ccc(OCC(=O)OCC(=O)NC2CCCCCC2)cc1C | -6.2% | -19.1 | -17.3% | 7.5% | -49.9% | 5.1% | -0.7 | -22.4%
CCC(C)(NC=O)C(=O)Nc1c(C)cccc1C (centres undefined) | 8.8% | 12.9 | -7.7% | -21.9% | -0.2% | 0.3% | 0.8 | 4.8%
COc1cc(F)ccc1S(=O)(=O)N1CCN(C23CC4CC(CC(C4)C2)C3)CC1 | -18.0% | 1.9 | -3.8% | 4.0% | 21.4% | 3.7% | 0.2 | -10.1%
CC(=O)c1ccc(NC(=O)C(C)N(C)CC(=O)Nc2ccccc2Cl)cc1 (centres undefined) | -9.6% | 1.0 | -1.2% | -0.9% | -18.3% | 9.2% | 0.5 | -7.7%
CCN1C(=O)/C(=C2\SC(N3CCCCC3)=NC2=O)c2ccccc21 | -19.4% | . | -8.2% | -16.5% | -3.5% | 7.8% | -1.6 | 3.8%
CCOC(=O)N1CCN(Cc2nc3cc(NC(=O)CC(C)C)ccc3n2CC)CC1 | -3.1% | -8.9 | -4.7% | -3.5% | -8.1% | -2.3% | -2.1 | 0.1%
COc1ccc(NC(=O)Cc2coc3cc(C)ccc23)cc1S(=O)(=O)N1CCOCC1 | -12.1% | -17.2 | -7.3% | -1.9% | . | 11.5% | 0.0 | -8.6%
CC(=O)c1ccc(S(=O)(=O)Nc2ccc(Cl)c(S(=O)(=O)N3CCCC3)c2)cc1 | -8.5% | -21.5 | -22.8% | -8.3% | . | 5.7% | 0.8 | -0.5%
COc1cccc(C2=CC(=O)C[C@H](c3ccc(F)cc3)C2)c1OC | -5.1% | 3.7 | -1.2% | -4.7% | 14.0% | -26.5% | 0.4 | -2.3%
COc1ccc(N2CCN(CC(=O)c3ccccc3)CC2)cc1 | -8.5% | -4.2 | ? | -1.1% | 17.0% | 7.9% | -0.1 | 8.7%

The last 2 records of the section above open the next one.
SMILES | Abeta yeast res | PI5P4K alpha inh | PLK1 PBD inh | WRN helicase inh | FUS yeast rescue | EPAC1 agonist | IL-2 act | EPAC1 antag
COc1cccc(C2=CC(=O)C[C@H](c3ccc(F)cc3)C2)c1OC | -5.1% | 3.7 | -1.2% | -4.7% | 14.0% | -26.5% | 0.4 | -2.3%
COc1ccc(N2CCN(CC(=O)c3ccccc3)CC2)cc1 | -8.5% | -4.2 | ? | -1.1% | 17.0% | 7.9% | -0.1 | 8.7%
CCOC(=O)c1ccc(CC2SC(N)=NC2=O)cc1 (centres undefined) | -8.2% | 1.6 | 5.8% | -1.0%[57.1 µM] | -39.9% | 0.1% | 0.3 | -10.7%
CCOc1ccc(N(CC(=O)NC2CCCCC2)S(=O)(=O)c2ccccc2)cc1 | -0.8% | 5.0 | 6.6% | -0.9% | 1.5% | 0.8% | 0.4 | -1.1%
O=c1[nH]c(C2CCN(S(=O)(=O)/C=C/c3ccccc3)CC2)nc2c1nnn2Cc1ccccc1 | -8.1% | -8.7 | -7.5% | -0.4% | 41.6% | -7.6% | -0.9 | -4.3%
CNC(=O)Cn1nc(-c2ccc(Cl)cc2)c2ccccc2c1=O | 5.1%&-1.0% | -2.2 | -15.5% | 4.1% | -4.1%&-7.9% | 1.1% | 1.8 | -8.7%
O=C(CCc1ccccc1)Nc1ccccc1[N+](=O)[O-] | 2.2% | -7.3 | -4.3% | -1.6%[57.1 µM] | -10.0% | 0.7% | -0.2 | 11.4%
COc1ccc(C(c2sc3nc(C)nn3c2O)N2CCN(Cc3ccccc3)CC2)cc1OC (centres undefined) | 10.1% | -4.6 | 3.7% | -13.6% | -5.6% | 7.7% | 0.2 | -1.7%
O=C(Nc1ccc(C(=O)N2CCOCC2)cc1)C1CCCC1 | -10.7% | 11.4 | -6.7% | -5.0% | -12.6% | -2.3% | 0.4 | 13.2%
Cc1ccsc1C(=O)N1CCC1(C)C(=O)NCCC#N (centres undefined) | -12.3% | -5.7 | 0.0% | 3.1%[57.1 µM] | -10.8% | -23.9% | -0.3 | 3.8%
CS(=O)(=O)NNC(=O)c1cc2cc3ccccc3nc2s1 | -0.1% | -2.2 | -6.4% | -0.4% | 26.0% | -1.6% | -0.5 | 3.0%
CCc1ccc(NC(=O)Cn2nc(C)c([N+](=O)[O-])c2C)cc1 | 5.6% | -0.7 | -4.2% | 2.6% | 3.8% | -4.4% | 0.0 | -11.3%
NC(=O)CSc1nc2sc3c(c2c2ncnn12)CCCC3 | -18.1% | -5.5 | 0.0% | -2.8% | ? | 3.5% | 0.9 | -3.0%
CNc1c(NS(=O)(=O)c2ccc(CC(C)C)cc2)c(=O)oc2ccccc12 | 3.5% | 5.5 | 2.2% | -2.2% | 0.4% | 1.5% | -0.4 | 10.2%

Structures shown so far that contain a nitro group on carbon:
SMILES | Abeta yeast res | PI5P4K alpha inh | PLK1 PBD inh | WRN helicase inh | FUS yeast rescue | EPAC1 agonist | IL-2 act | EPAC1 antag
O=C(CCc1ccccc1)Nc1ccccc1[N+](=O)[O-] | 2.2% | -7.3 | -4.3% | -1.6%[57.1 µM] | -10.0% | 0.7% | -0.2 | 11.4%
CCc1ccc(NC(=O)Cn2nc(C)c([N+](=O)[O-])c2C)cc1 | 5.6% | -0.7 | -4.2% | 2.6% | 3.8% | -4.4% | 0.0 | -11.3%

The listing continues:
SMILES | Abeta yeast res | PI5P4K alpha inh | PLK1 PBD inh | WRN helicase inh | FUS yeast rescue | EPAC1 agonist | IL-2 act | EPAC1 antag
CCSc1nnc(NC(=O)Nc2cccc(C)c2)s1 | -4.9% | 10.4 | 3.7% | -13.7% | 7.1% | -2.4% | -6.3 | -3.9%
O=C(O)c1cc(N/N=C/c2ccc(-c3ccc(F)cc3)o2)ccc1Cl | -93.3%[inhibitor] | -3.4 | ? | -27.7% | -5.7% | -7.4% | -2.4 | ?
COCCn1nnnc1C(C(C)C)N1CCCC(C)C1 (centres undefined) | 7.0% | -1.7 | 3.8% | 1.3% | 10.2% | -18.8% | -0.6 | -4.5%
CCN(CC(=O)NCc1cccs1)S(=O)(=O)c1ccc(NC(C)=O)cc1 | . | 4.8 | -3.5% | -0.4% | -8.2% | -4.9% | 0.2 | -6.2%
O=C(C1=C(O)C(=O)N(c2ccccc2)C1c1ccc([N+](=O)[O-])cc1)c1cccs1 (centres undefined) | 11.0% | -12.4 | -16.8% | -1.8% | 16.0% | -0.6% | -0.8 | -14.1%
Cc1ccc(C)c(NS(=O)(=O)c2cc(C(=O)NCC3CCCO3)ccc2C)c1 (centres undefined) | 11.1% | 2.1 | -2.6% | -33.2% | . | 1.6% | -4.6 | 13.1%
Cc1ccc2nc(SC(C)C(=O)N3CCOCC3)[nH]c2c1 (centres undefined) | -4.9% | 5.7 | -6.8% | -2.5% | 4.3% | 3.2% | -0.6 | -21.2%
CCC(=O)N/N=C/c1ccc(OS(=O)(=O)c2ccccc2)cc1 | -3.9% | -3.9 | -0.8% | -15.5% | 5.3% | 7.4% | -0.7 | -5.3%
CCOc1cc(S(=O)(=O)n2ccc(C)n2)ccc1Br | 3.5% | 0.0 | -8.0% | -3.8% | 32.7% | -7.8% | 0.2 | -1.4%
COc1ccc(Cl)cc1NC(=O)COC(=O)c1c(-c2ccccc2)noc1C | ? | 23.7 | 4.4% | -9.0% | 37.1% | 2.7% | 0.2 | -10.2%
Cc1cc(C)c2nc(NC(=O)C3CCCO3)sc2c1 (centres undefined) | 0.2% | 8.2 | -12.2% | 7.1% | 7.9% | 1.0% | 0.6 | 7.5%
O=C(CSc1ncnc2c1oc1ccccc12)Nc1ccc2c(c1)OCCO2 | 18.0% | . | -8.5% | 2.2% | 20.0% | 4.6% | -2.3 | -4.9%
Cc1ccc(-c2nc3ccc(C)cn3c2CC2CCCCC2)cc1 | 0.9% | 1.2 | -3.1% | -8.1% | 2.3% | -3.6% | -1.0 | -6.3%
O=C(CSCc1cc(=O)n2ccsc2n1)Nc1ccccc1 | -3.7% | 9.2 | -11.0% | -1.8% | 18.7% | 5.2% | -2.9 | 12.7%
O=c1[nH]c(N2CCOCC2)nc2ncn(Cc3ccccc3)c12 | 2.8% | . | -3.5% | 4.3% | 8.9% | 7.2% | -1.3 | 2.1%
Cc1ccc(C(=O)OCC(=O)Nc2ccc3c(c2)OCCO3)cc1C | -18.6% | -6.8 | -11.2% | 6.7% | 3.7% | 0.3% | -1.7 | -3.6%
COc1ccccc1NC(=O)C1=C(C)Nc2nnnn2C1c1ccccn1 (centres undefined) | -7.8% | 0.2 | -12.5% | -1.3% | 22.9% | 1.9% | -2.8 | 6.0%
COc1ccc(CC(=O)N2CCN(C(=O)Cc3ccc(OC)c(OC)c3)CC2)cc1OC | 5.0% | 3.3 | 3.2% | -1.9% | -6.9% | 6.1% | -1.7 | 4.1%
CCOc1ccc(S(=O)(=O)N2CCCCC2)c2ccccc12 | -24.2% | ? | 3.36µM* | -3.6% | 5.2% | 5.3% | -0.7 | -2.9%
CS(=O)(=O)N1N=C(c2cccs2)CC1c1ccc(F)cc1 (centres undefined) | 15.3% | 1.1 | -12.5% | -6.9% | 5.1% | 7.5% | -0.5 | 11.8%
COc1ccccc1NC(=O)/C(=C/c1cccc([N+](=O)[O-])c1)c1ccccc1 | 1.8% | 1.3 | -2.1% | -4.0% | . | -5.2% | 1.0 | -12.5%
COc1ccc(O)c(C(=O)c2cc(C#N)c(=O)n(Cc3ccccc3)c2)c1 | -5.7% | 1.0 | -8.9% | -3.2% | 22.5% | 13.0% | -1.2 | -2.4%
CCOC(=O)NC(NCc1cccc(C(F)(F)F)c1)(C(F)(F)F)C(F)(F)F | -11.4% | -4.5 | -1.5% | -6.9% | . | -22.1% | -2.4 | -10.2%
Cc1ccc(S(=O)(=O)NC(=O)NC(C)Cc2ccccc2)cc1 (centres undefined) | 12.9% | 0.6 | -4.5% | 0.0% | -11.7% | 6.5% | -2.7 | 3.0%
O=C(NC(=S)Nc1ccccc1N1CCCCC1)c1ccco1 | -14.8% | 3.0 | 4.3% | -6.2% | 12.0% | 10.2% | -0.3 | 7.7%
CC/C(=N\NC(=O)C(N)=O)c1ccccc1O | 15.2% | 3.6 | -8.4% | 3.1% | . | 1.7% | -0.1 | ?
